High-throughput results from PubChem.
KCNQ1 act – human KCNQ1 channel potentiation or activation. CHO-K1 KCNQ1, thallium flux FluxOR fluorescence; active compounds read high. B-score at 10 µM. P51787. 310,000 compounds, 0.35% hits. AID 2648;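 active = fluorescence ratio B-score, a plate-corrected score, at least three library SD, with initial intensity B-score within 5 SD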
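Test system: CHO-K1 cells stably expressing KCNQ1 / Medium: assay buffer / Also added: depolarizing K+/Tl+ stimulus, K2SO4 and Tl2SO4 each 12.5 mM in 5x stock / Incubation: 90 min dye loading and 20 min compound exposure, both at room temperature / Signal: thallium influx via FluxOR fluorescence, kinetic imaging / Evaluation: B score of baseline-normalized fluorescence ratio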
TRPC4 PAM – allosteric potentiators of mouse TRPC4 channel. B-score at 10 µM. 310,000 compounds, 0.42% hits. AID 2227. HEK293 TRPC4beta/mu-opioid, DAMGO EC20, Fluo-4 Ca2+ flux; active compounds read high. Q9QUQ5;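 active = B-score of calcium response area above 5 SD of library B-scores, with initial fluorescence ratio within 5 SD of library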;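 also: B-score of integrated fluorescence ratio over time as area under calcium response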
PolyA inhibitor – inhibitors of polyadenylation in S. cerevisiae. S. cerevisiae SKY197-pL101 polyadenylation reporter, beta-gal luminescence; efflux-impaired pdr1/pdr3 knockout yeast; score 100 = 6 SD above DMSO. calls only at 12 µM. 300,000 compounds, 0.02% hits;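 active = lowest replicate activity score at least 50, where 100 means six control SD above control mean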;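 also: yeast exposed to compound for 9 h at 30 °C; higher score means more reporter readthrough which indicates perturbed polyadenylation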
hERG rescue – hERG (human) protection from proarrhythmic block. activation (rescue from dofetilide block), less the hit threshold, % at 10 µM. 310,000 compounds, 0.51% hits. CHO-hERG, FluxOR thallium flux, dofetilide IC70 present;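 active = activation above the mean of controls blocked by dofetilide plus 5 SD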;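 also: thallium influx through hERG after potassium depolarization seen as dye fluorescence rise; in these data hits start at about 4.7%; inactives centre near -7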
DYRK1A inh – inhibitors of rat Dyrk1A kinase; Q63470; AID 504441; 310,000 compounds, 0.43% hits; inhibition, % at 12.5 µM; ADP-Glo luminescence, NFATc1 peptide; in the data active = inhibition above about 50%;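 also: plate controls were vehicle with enzyme for no effect and no enzyme for full effect; many of its hits are not listed in these tables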
TRPC4 agonist – opens the mouse TRPC4 cation channel; Q9QUQ5; B-score at 10 µM; 310,000 compounds, 0.49% hits; HEK293 TRPC4beta/mu-opioid, Fluo4 calcium fluorescence; active compounds read high; AID 2237;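 active = B-score above 5 SD of library B-scores, and initial fluorescence ratio not above library mean plus 5 SD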;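 also: positive B-score marks a calcium rise read as TRPC4 activation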
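Material: HEK293 stable line with TRPC4beta plus mu-opioid receptor; technique: Fluo4 calcium-sensitive dye fluorescence, kinetic, 1 Hz baseline; timing: Fluo4 dye loading 45 min at room temperature, 110 s recording; controls: assay buffer as low control, maximal DAMGO as high control; read-out: integrated baseline-normalised fluorescence ratio, converted to per-well B score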
TRPC4 block – TRPC4 (mouse) channel inhibition; HEK293 TRPC4beta/mu-opioid, DAMGO-evoked Fluo4 calcium flux; active compounds read low; B-score at 10 µM; 300,000 compounds, 0.39% hits;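 active = B-score over 3 SD under the library average, no early fluorescence shift, positive overall ratio signal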
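Material: HEK293 cells with stable TRPC4beta plus mu-opioid receptor expression / Probe or stimulus: DAMGO in two steps, submaximal then maximal / Compound: single concentration per test compound / Technique: kinetic Fluo4 fluorescence imaging of calcium influx / Read-out: per-well B score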
Platelet DG rel – modulates dense granule release in human platelets; inhibition, %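 (compounds screened at 7.5 µM in platelet-rich plasma)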; AID 1663; human platelet-rich plasma, SFLLRN dense granule ATP release, luminescence; 300,000 compounds, 0.22% hits;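 active = mean replicate score, as percent of positive control, at or above 50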
KCNK3 block – human KCNK3 channel inhibition, primary screen. O14649. 340,000 compounds, 0.84% hits. CHO-KCNK3 thallium flux, FluxOR fluorescence; active compounds read low. B-score at 10 µM. AID 602410;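 active = B-score under library mean minus 4 SD, starting fluorescence ratio at most library mean plus 5 SD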;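 also: more negative B-score means stronger inhibition of thallium flux through KCNK3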
Target sequence (O14649 whole entry, looked up): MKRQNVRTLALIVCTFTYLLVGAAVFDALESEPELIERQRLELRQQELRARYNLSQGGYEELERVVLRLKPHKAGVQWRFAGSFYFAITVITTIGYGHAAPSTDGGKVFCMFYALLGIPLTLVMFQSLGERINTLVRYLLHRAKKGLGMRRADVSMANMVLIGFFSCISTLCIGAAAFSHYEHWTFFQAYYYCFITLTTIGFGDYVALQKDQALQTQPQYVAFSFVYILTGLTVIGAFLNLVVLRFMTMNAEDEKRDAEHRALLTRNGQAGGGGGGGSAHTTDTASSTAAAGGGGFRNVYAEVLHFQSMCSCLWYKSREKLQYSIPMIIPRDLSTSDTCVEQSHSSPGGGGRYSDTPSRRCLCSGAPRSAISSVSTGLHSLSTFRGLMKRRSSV
KCNQ1 inh – human KCNQ1 channel inhibition. B-score at 10 µM. 310,000 compounds, 1.3% hits. CHO-K1 KCNQ1, FluxOR thallium flux fluorescence; active compounds read high;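 active = compounds whose thallium flux B-score, printed positive for inhibition, exceeds three library SD while starting fluorescence stays within three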;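 also: channel opened by potassium depolarization with thallium stimulus after 20 min compound exposure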
KCNK9 block – blocks the human KCNK9 two-pore domain potassium channel | HEK293 KCNK9, FluxOR thallium flux fluorescence; active compounds read low | B-score at 10 µM | AID 488922 | Q9NPC2 | 310,000 compounds, 1.2% hits;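 active = ratio B-score over 3 SD below the library mean, with starting fluorescence within 5 SD of its mean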;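 also: negative B-score means less thallium flux so channel inhibition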
Target sequence (Q9NPC2 whole entry, looked up, the tested form may be a part): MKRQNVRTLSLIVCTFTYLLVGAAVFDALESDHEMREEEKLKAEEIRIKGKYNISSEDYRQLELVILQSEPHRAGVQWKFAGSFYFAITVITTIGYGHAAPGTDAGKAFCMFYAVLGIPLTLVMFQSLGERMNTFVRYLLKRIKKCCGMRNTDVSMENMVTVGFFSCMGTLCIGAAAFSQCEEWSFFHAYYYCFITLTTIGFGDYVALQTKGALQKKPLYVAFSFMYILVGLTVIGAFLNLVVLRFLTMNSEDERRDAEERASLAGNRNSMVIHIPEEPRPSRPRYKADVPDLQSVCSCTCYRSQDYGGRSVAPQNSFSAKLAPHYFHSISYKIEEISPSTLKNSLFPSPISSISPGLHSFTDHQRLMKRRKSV
* marks the source's active call; other numbers are inactive results; i = inactive; nt = no result given. Not all compounds are listed; count on the stated rates, not on these rows.

SMILES	KCNQ1 act	TRPC4 PAM	PolyA inhibitor	hERG rescue	DYRK1A inh	TRPC4 agonist	TRPC4 block	Platelet DG rel	KCNK3 block	KCNQ1 inh	KCNK9 block
CCC(Sc1nnnn1-c1ccccc1)C(=O)NC(C)c1ccccc1 (stereo not given)	i	i	i	-6	0	i	i	-18	i	i	i
CC(C)(C)c1ccc(OCC(=O)Nc2ccc(C(=O)Nc3ccccc3C(=O)O)cc2)cc1	i	i	i	-11	0	i	i	11	i	i	i
Cc1ccccc1C(=O)Nc1ccnn1C1CCN(CCCc2ccccc2)CC1	i	i	i	-13	-1	i	i	0	i	i	i
COCCN(C(=O)COC(=O)c1c(NC(C)=O)sc(C)c1C)c1c(N)n(Cc2ccccc2)c(=O)[nH]c1=O	i	i	i	-14	7	i	i	nt	-9.4*	i	i
CCC(C)[C@H](NS(=O)(=O)c1ccc(C)cc1)C(=O)N1CCC(C(=O)N[C@H](C(=O)O)c2ccccc2)CC1 (stereo not given in full)	i	i	i	-8	-3	i	i	0	i	i	i
Cc1nc(N2CCOCC2)nc(N2CCCC2)c1[N+](=O)[O-]	i	i	i	1	1	i	i	1	i	i	i
Cc1ccc(C)c(N2CCN(S(=O)(=O)c3c(C(=O)N4CCCCC4)c(C)n(C)c3C)CC2)c1	i	i	i	-21	4	i	i	-3	i	i	i
COc1ccc(OC)c(C2NC(=O)N(C)C(C)=C2C(=O)OCc2ccccc2)c1 (stereo not given)	i	i	i	-11	nt	i	i	-10	-9.3*	i	i
O=C(O)c1cc(N/N=C/c2ccc(OCc3ccccc3)cc2)ccc1Cl	i	i	i	-14	2	i	i	-2	i	i	i
CCN1CCCC1CNC(=O)c1cc([N+](=O)[O-])c(N(C)C)cc1OC (stereo not given)	i	i	i	-4	0	i	i	7	i	i	i
O=C1c2ccccc2S(=O)(=O)c2cc(C(=O)N3CCN(c4c(Cl)cncc4Cl)CC3)ccc21	i	i	i	-10	14	i	i	-1	i	i	i
COc1cccc2cc(C(=O)NCc3ccc(C)cc3)c(=N)oc12	i	i	i	-11	-6	i	i	6	i	i	i
COc1ccc(NC(=O)c2ccc3c(c2)C(=O)N(CC2CCCO2)C3=O)c(OC)c1 (stereo not given)	i	i	i	-2	3	i	i	7	i	i	i
O=S(=O)(CCN1CCN(c2ccccn2)CC1)c1ccc(Cl)cc1Cl	i	i	i	-9	nt	i	i	15	i	i	i
CCc1ccc(NC(=O)NC(C)c2ccc3c(c2)OCO3)cc1 (stereo not given)	i	i	i	-4	-8	i	i	-1	i	i	i
CS(=O)(=O)N(CC(=O)N1CCCCC1)c1ccc(Cl)c(C(F)(F)F)c1	i	i	i	-6	7	i	i	-4	i	i	i
CCOC(=O)C1NN=C(C(=O)c2ccccc2)C1c1ccc(Cl)cc1 (stereo not given)	i	i	i	-3	1	i	i	-4	i	i	i
O=C(CNC(=O)C(c1ccccc1)c1ccccc1)N/N=C\c1cccc(O)c1	i	i	i	-4	-7	i	i	4	i	i	i
Cc1ccc2c(c1)c(C)c(C)n2CC(O)Cn1nc(C)c(Br)c1C (stereo not given)	i	i	nt	-10	0	i	i	0	i	i	i
Cc1ccc(-c2ccccc2NC(=O)CS(=O)CC(=O)Nc2ccc(C)c(Cl)c2)o1 (stereo not given)	i	i	i	-4	-1	i	i	-1	i	i	i

3 structures from above, arranged by count of non-hydrogen atoms, low to high.
SMILES	KCNQ1 act	TRPC4 PAM	PolyA inhibitor	hERG rescue	DYRK1A inh	TRPC4 agonist	TRPC4 block	Platelet DG rel	KCNK3 block	KCNQ1 inh	KCNK9 block
CCc1ccc(NC(=O)NC(C)c2ccc3c(c2)OCO3)cc1 (stereo not given)	i	i	i	-4	-8	i	i	-1	i	i	i
CCC(C)[C@H](NS(=O)(=O)c1ccc(C)cc1)C(=O)N1CCC(C(=O)N[C@H](C(=O)O)c2ccccc2)CC1 (stereo not given in full)	i	i	i	-8	-3	i	i	0	i	i	i
COCCN(C(=O)COC(=O)c1c(NC(C)=O)sc(C)c1C)c1c(N)n(Cc2ccccc2)c(=O)[nH]c1=O	i	i	i	-14	7	i	i	nt	-9.4*	i	i

(list continues)
SMILES	KCNQ1 act	TRPC4 PAM	PolyA inhibitor	hERG rescue	DYRK1A inh	TRPC4 agonist	TRPC4 block	Platelet DG rel	KCNK3 block	KCNQ1 inh	KCNK9 block
CN(C)c1cccc(C(=O)NNC(=S)NC2CC3CCC2C3)c1 (stereo not given)	i	i	i	-8	nt	i	i	-3	i	i	i
Cc1nc(NS(=O)(=O)c2ccccc2C)c2c3c(sc2n1)CCC3	i	i	i	-8	nt	i	i	-47	nt	i	i
COC(=O)COc1ccc(S(=O)(=O)N2CCN(c3ccccc3)CC2)cc1	i	i	i	-5	-3	i	i	2	i	i	i
CCCN1/C(=C(/C#N)C2=NS(=O)(=O)c3ccccc32)N(C)c2ccccc21	i	i	i	-4	-4	i	i	-3	i	i	i
Cc1cccc(NC(=O)C2C3C=CC4(O3)C2C(=O)N(CCCN2CCCC2)C4C(=O)NC2CCCC(C)C2C)c1 (stereo not given)	i	i	i	-7	-2	i	i	4	i	i	i
CCCCCCSc1nsc(N)n1	i	i	i	-13	-4	i	i	-1	i	i	i
Cc1ccccc1C(=O)NNC(=O)C1CCN(c2ncccn2)CC1	i	i	i	-6	1	i	i	-58	i	i	i
COCc1cc(C)nc(OCC(=O)N/N=C/c2ccc(O)cc2O)c1C#N	i	i	i	-9	2	i	i	1	i	i	i
CCOP(=O)(OCC)C(NC(=O)c1cccs1)C(F)(F)F (stereo not given)	i	i	i	-4	-3	i	i	-4	i	i	i
O=C1Nc2ccc(F)cc2C12Nc1ccccc1-c1nnc(SCc3ccccc3)nc1O2 (stereo not given)	i	i	i	-13	4	i	i	-12	i	i	i
Cc1oc2c(C)c3oc(=O)c4c(c3cc2c1C)CCC4	i	i	i	-11	4	i	i	2	i	i	i
CC(C)OC(=O)CSc1ncnc2c1cnn2Cc1ccccc1	i	i	i	-7	-1	i	i	0	i	i	i
COc1cccc(C2CC(=O)Nc3n[nH]c(-c4ccccc4)c32)c1OC (stereo not given)	i	i	i	-10	-4	i	i	13	i	i	i
Cc1cccc(-c2noc(CCCC(=O)N3CCOCC3)n2)c1	i	i	nt	-9	-5	i	i	4	i	i	i
COc1ccc(NC(=O)c2ccccc2C)c(OC)c1	i	i	i	-12	nt	i	i	6	i	i	i
COc1ccc(NC(=O)CSc2nc(SC)ns2)cc1	i	i	i	-8	-2	i	i	-1	i	i	i
CCC(=O)N1CCN=C1SCc1cccc(C(F)(F)F)c1	i	i	i	-2	-7	i	i	-5	i	i	i
c1ccc2[nH]c(NN=C3CCCCCC3)nc2c1	i	i	i	-2	nt	i	i	6	i	i	i
CCC(C)NC(=O)CSc1nnc(-c2c[nH]c3ccccc23)o1 (stereo not given)	i	i	i	-9	-3	i	i	-2	i	i	i
Cc1cccc(N2CCN(C(=O)/C=C/c3cccs3)CC2)c1C	i	i	i	-15	1	i	i	16	i	i	i
Cn1cc(CN2CCN(c3ncccn3)CC2)c(-c2cccc(Cl)c2)n1	i	i	i	-8	nt	i	i	1	i	i	i
CC(C)(C)n1nc2c(c1NC(=O)Cc1cccs1)CSC2	i	i	i	-8	nt	i	i	2	nt	i	i
COc1ccc(OC)c(CCNC(=O)CCCc2nnc3n(C)c(=O)c4sccc4n23)c1	i	i	i	-7	1	i	i	-19	i	i	i
Cc1ccc(S(=O)(=O)CCC(=O)Nc2cccc(C)c2)cc1	i	i	i	-5	-15	i	i	2	i	i	i
O=S(=O)(c1ccc(F)cc1)N1CC=C(c2ccccc2)CC1	i	i	i	-12	nt	i	i	-8	i	i	i
COc1cc(OC)nc(Oc2ccccc2C(=O)Oc2ccc(F)cc2Cl)n1	i	i	i	3	2	i	i	-1	i	i	-9.1*
COc1ccc(N2C(=O)c3ccccc3NC2c2ccccc2O)cc1 (stereo not given)	i	i	i	-3	-3	i	i	1	i	i	i
O=[N+]([O-])c1ccc2c(c1)OCCOCCOCCOCCOCCOCCO2	i	i	i	-8	-2	i	i	1	i	i	i
O=C(CN1C(=O)C2C3CCC(C3)C2C1=O)Oc1ccc2ccccc2c1 (stereo not given)	i	i	i	-1	-3	i	i	1	i	i	i
CCOC(=O)CN(C(=O)COc1ccc2c(C)cc(=O)oc2c1)c1ccc(OCC)cc1	i	i	i	-15	-1	i	i	1	i	i	i
CCCSC1=C(C#N)C(c2ccccc2C)CC(=O)N1 (stereo not given)	i	i	i	-9	0	i	i	-7	i	i	i
OCCC1CN(C2CCSCC2)CCN1C1CCCC1 (stereo not given)	i	i	i	-11	-7	i	i	-4	i	i	i
CC(C)c1ccc(NC(=O)COC(=O)CSc2nnc(N)s2)cc1	i	i	i	-2	1	i	i	-5	i	i	i
CN(Cc1cccnc1)C(=O)c1ccc2nc(Cc3ccccc3F)oc2c1	i	i	i	-6	-4	i	i	-7	i	i	i
Cc1nc2ccccn2c1-c1ccnc(SCc2ccc(Cl)cc2)n1	i	i	i	-6	-8	i	i	-14	i	i	i
COC(=O)c1ccc(NC(=S)NC2c3ccccc3CC2O)cc1 (stereo not given)	i	i	i	-9	-2	i	i	-3	i	i	i
Cc1ccc(NC(=O)CNc2ccc(OC(C)C)cc2)cc1	i	i	i	-19	2	i	i	1	i	i	i
CCN(CC)CCN(Cc1cc2cc3c(cc2[nH]c1=O)OCCO3)C(=S)NCC1CCCO1 (stereo not given)	i	i	i	-9	0	i	i	5	i	i	i
Cc1cc(NC(=O)CCCN2C(=O)c3cccnc3C2=O)ccc1Br	i	i	i	-11	nt	i	i	-1	i	i	i
Cc1ccccc1CN1CCCNC1=O	i	i	i	-12	3	i	nt	-11	i	i	i
CC12CCC(C(=O)NNc3ccccc3)(OC1=O)C2(C)C (stereo not given)	i	i	i	-8	-8	i	i	-1	i	i	i
Cc1noc(C)c1C(=O)N(CC(C)C)c1nc2ccccc2s1	i	i	i	-6	6	i	i	-14	i	i	i
COc1cc(C)c(S(=O)(=O)N2CCCC2)cc1C(C)C	i	i	i	-11	-4	i	i	2	i	i	i
O=c1[nH]nc(SCCS(=O)(=O)c2ccc(F)cc2)n1-c1ccc2c(c1)OCCO2	i	i	i	-11	-4	i	i	-9	i	i	i
CCCCC1=CC2=C(c3ccco3)C(=O)C(C)(OC(=O)c3ccc(OC)cc3)C(=O)C2=CN1CCCN(CC)CC (stereo not given)	i	i	i	-10	3	i	i	6	i	i	i
